Tb PFK block – inhibitors of T. brucei phosphofructokinase. AID 485367. O15648. 330,000 tested, 0.17% active. Potency, µM (highest dose often 57.5 µM), for the others: at the top dose activity, negative = inhibition, actives largely listed as inhibitors. T. brucei PFK, ADP-Glo luminescence;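 note: potency is the fitted concentration of half-maximal effect; 0% = uninhibited 1x PFK enzyme wells and -100% = no-enzyme wells; nearly all actives have a fitted effect of over 60% in size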
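In TEA buffer at pH 8.0 with 5 mM MgCl2, enzyme (1.25 nM) converted F6P (0.5 mM) and ATP (0.1 mM) for 45 min at room temperature. ADP product was read by luciferase luminescence.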
GALK inhibitor – blocks human galactokinase activity; AID 1868; Potency, µM (doses to about 57.5 µM), for the others: at the top dose activity change, negative = inhibition, usual class: inhibitors; P51570; Purified GALK, Kinase-Glo residual ATP luminescence; 270,000 tested, 0.007% active; note: potency is the fitted concentration of half-maximal effect; % is set by controls: 0 for no effect and ±100 for the full control effect
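5 nM enzyme, 35 uM ATP, 100 uM galactose, 20 mM HEPES pH8.0, 5 mM MgCl2; 1 h RT; residual ATP by Kinase-Glo Plus luminescence, qHTS format.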
FBPA coupling cs – coupling enzyme interference in Giardia aldolase counter-screen; activity change, negative = inhibition, % at 58.2 µM, hits read low; coupling enzyme system counterscreen, AmpLite Red fluorescence; 290,000 tested, 0.67% active; in the data active = activity change below about -30%; note: % is set by controls: 0 for no effect and ±100 for the full control effect
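Counterscreen lacking aldolase: glyceraldehyde-3-phosphate coupling-enzyme reagent preincubated 10 min at RT with compound (at 57.5 uM final), then substrate/coupling system with AmpLite Red added; fluorescence read at 525/598 nm after 20 min RT.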
TCR activator – T cell receptor activation | AID 504894 | 330,000 tested, under 10 active | Potency, µM (titrated, usually from 9.22 µM), inactives show at the highest dose activation of IL-2 secretion, hits mostly activators | primary human leukocytes, anti-CD3, IL-2 HTRF, 48 h; note: % of control where 0% means no effect
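48 hr co-incubation of compounds, a-CD3 beads and primary human leukocytes; IL-2 quantified homogeneously by HTRF with anti-IL-2 K and d2 conjugates.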
CXXC DNA block – MLL CXXC-DNA interaction inhibition. Q03164. MLL-CXXC / FITC-HOXA9 DNA fluorescence polarization. Potency, µM (doses to about 115 µM), for the others: at the top dose activity change, negative = inhibition, most hits filed as inhibitors. 290,000 tested, 0.037% active. AID 2662; active = well fitted inhibition curve with a large enough effect in the polarisation, with a control signal flat, not every such curve was filed as active; inconclusive = small, poorly fitted or top-dose-only effect, or effect the other way, or a change in a side signal; inactive = no such curve, though single readings can be large or run the other way; the % refers to the polarisation; note: potency is the fitted concentration of half-maximal effect
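Steps: dispense CXXC domain solution (7 uM) → pin compounds or unlabeled HOX-A9 DNA control → 5 min ambient → add FLSN-HOX-A9 solution (50 nM) → spin → 30 min ambient → fluorescence polarization. Tris pH 7.5/NaCl/DTT/BSA buffer.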
TSHR antagonist – blocks TSH signaling through the human TSH receptor; P16473; TSHR-expressing cells, TSH-stimulated cAMP HTRF, 2 h; hits give low values; activity change, negative = inhibition, % at 11.5 µM; 330,000 tested, 0.2% active; AID 504810;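 active = activity change below a set negative limit, meaning inhibition stronger than a set level, cut at about -70% in these data; inconclusive = activity change between two set negative limits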; note: % is set by controls: 0 for no effect and ±100 for the full control effect
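Antagonism was scored as loss of TSH-driven cAMP in TSHR cells, stimulated with 4nM TSH (EC80) for 2 hours at 37 deg C and detected by homogeneous HTRF competition immunoassay.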
BCR signal inh – chronic active BCR signaling inhibition; AID 493014; Potency, µM (titrated, usually from 46.1 µM), without a hit: top-dose ratio change, negative = lower green/red ratio, actives largely listed as inhibitors; 340,000 tested, 0.05% active; ABC-DLBCL IkBa-CBG/CBR reporter, luminescence ratio, 4 h; active = well fitted inhibition curve with a large enough effect in the signal ratio, with a control signal flat, not every such curve was filed as active; inconclusive = small, poorly fitted or top-dose-only effect, or effect the other way, or a change in a side signal; the % refers to the signal ratio;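 note: potency is the fitted concentration of half-maximal effect; plate controls were basal doxycycline-induced cells for no effect and cells given 10 µM MG132 for full effect; MG132 reads +100%, hits lower the ratio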
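Cell line TMD8 (human ABC DLBCL), stably expressing tet-inducible CBG68-IkBa fusion and CBR; IMDM/0.5% FBS; cpd up to 46 uM; dox induction, 4 h, 37C/5% CO2; dual luminescence; green/red ratio; MG132 control.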
Giardia kill – kills Giardia lamblia. Giardia lamblia trophozoite viability. AID 540267. activity change, % at 7.66 µM, hits read low. 340,000 tested, 0.15% active; in the data active = activity change below about -80%; inconclusive = between about -30% and that limit;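 note: parasites exposed to compound for two days anaerobically before the ATP read; % is set by controls: 0 for no effect and ±100 for the full control effect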
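Giardia lamblia trophozoites (100 cells/well) were incubated with compounds for 48 h at 37 deg C under anaerobic conditions. Viability was read as ATP content by one-step luminescence after 15-30 min at room temperature.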
KCNH2 WT inh – blocks the wildtype human KCNH2 potassium channel. Q12809. AID 720551. 340,000 tested, 0.37% active. activity change, % at 1.84 µM. U2OS, BacMam KCNH2, thallium flux FluxOr; hits give low values;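 active = maximum activity change below -70%; inconclusive = maximum activity change between -70% and -50%; inactive = maximum activity change above -50%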; note: % is set by controls: 0 for no effect and ±100 for the full control effect
Target sequence (Q12809 whole entry, looked up): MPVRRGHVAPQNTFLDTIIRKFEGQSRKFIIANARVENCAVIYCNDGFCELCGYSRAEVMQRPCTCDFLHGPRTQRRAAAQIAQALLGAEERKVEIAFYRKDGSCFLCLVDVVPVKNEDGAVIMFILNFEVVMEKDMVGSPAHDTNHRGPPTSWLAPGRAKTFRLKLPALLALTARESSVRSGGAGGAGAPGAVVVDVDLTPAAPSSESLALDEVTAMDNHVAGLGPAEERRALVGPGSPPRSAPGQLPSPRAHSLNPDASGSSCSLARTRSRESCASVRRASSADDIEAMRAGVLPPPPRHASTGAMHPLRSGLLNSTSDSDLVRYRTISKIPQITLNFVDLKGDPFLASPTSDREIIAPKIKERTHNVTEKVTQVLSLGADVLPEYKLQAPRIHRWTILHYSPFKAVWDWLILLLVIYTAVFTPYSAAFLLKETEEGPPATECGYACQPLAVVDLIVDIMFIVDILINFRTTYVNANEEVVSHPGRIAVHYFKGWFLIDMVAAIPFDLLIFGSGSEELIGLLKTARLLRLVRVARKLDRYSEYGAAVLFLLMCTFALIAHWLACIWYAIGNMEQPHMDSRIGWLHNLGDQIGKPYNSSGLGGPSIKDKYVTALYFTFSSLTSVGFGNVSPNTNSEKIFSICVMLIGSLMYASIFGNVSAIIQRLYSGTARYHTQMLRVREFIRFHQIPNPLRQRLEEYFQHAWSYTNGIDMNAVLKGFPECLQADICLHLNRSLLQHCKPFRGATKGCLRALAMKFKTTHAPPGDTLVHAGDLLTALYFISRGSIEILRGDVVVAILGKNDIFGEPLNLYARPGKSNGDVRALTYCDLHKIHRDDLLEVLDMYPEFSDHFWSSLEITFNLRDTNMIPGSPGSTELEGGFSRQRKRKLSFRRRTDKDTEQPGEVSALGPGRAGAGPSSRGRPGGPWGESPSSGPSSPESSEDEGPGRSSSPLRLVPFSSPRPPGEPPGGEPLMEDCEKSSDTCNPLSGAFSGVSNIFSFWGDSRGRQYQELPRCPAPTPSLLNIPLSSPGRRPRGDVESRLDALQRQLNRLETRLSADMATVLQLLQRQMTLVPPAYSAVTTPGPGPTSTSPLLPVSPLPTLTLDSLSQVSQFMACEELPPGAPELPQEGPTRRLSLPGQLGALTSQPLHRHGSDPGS
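U2OS cells were transduced with wild-type KCNH2 virus (2.03 x 10^8 / mL) for 4 h at room temperature, then cultured overnight at 37 C. Thallium flux was read with FluxOr dye. Rate constants were normalized to DMSO controls.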
A-T KAP1 phos – potential ataxia-telangiectasia treatment. […] A-T fibroblasts, KAP-1 phosphorylation AlphaLISA; neocarzinostatin DNA damage 30 min before lysis. Potency, µM (titrated, usually from 57.5 µM), for inactives: at the top dose activation, usual class: activators. 320,000 tested, 0.19% active. AID 485349; note: potency is the fitted concentration of half-maximal effect; % of control where 0% means no effect; nearly all actives have a fitted effect of over 45% in size
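hTERT-immortalized A-T patient fibroblasts ([…]), 500 cells/well in OPTI-MEM, 1% FBS, got compounds for 60 min, then NCS for 30 min at 37C. Lysates were then assayed for phospho-KAP-1 by AlphaLISA (anti-pKAP1 donor, anti-KAP1 acceptor beads), 6 hr at 25C.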
An asterisk follows results filed as active; ? = inconclusive; . = not tested or not shown; [ ] = another dose, or the depositor's remark. Unless noted, calls come from the whole dose curve; as a rule, active = well fitted curve in the direction sought with a large enough effect; inconclusive = small, poorly fitted or top-dose-only effect, or another doubt; inactive = no such curve, though single readings can be large; an effect the other way counts as inactive or inconclusive.

SMILES	Tb PFK block	GALK inhibitor	FBPA coupling cs	TCR activator	CXXC DNA block	TSHR antagonist	BCR signal inh	Giardia kill	KCNH2 WT inh	A-T KAP1 phos
Cc1cccc(-c2nc3cc([N+](=O)[O-])ccc3o2)c1	4%	-3%	4	-4%	-7%	7	?	0	-21	1%
CCN(CC)CCCNc1nnc(C)c(=O)[nH]1	-7%	9%	1	0%	1%	9	1%	-4	-12	3%
CCOC(=O)C1CCN(C(=O)C2CCN(c3ncnc4c3nc3n4CCCCC3)CC2)CC1	2%	-1%	.	0%	-5%	-14	-23%	5	8	-2%
COc1ccc(-n2nc(C(=O)NCC(=O)N3CCCCCC3)c3ccccc3c2=O)cc1	0%	5%	1	-2%	-7%	-1	6%	0	-4	6%
N/C(Cc1ccc(Cl)cc1Cl)=N\OC(=O)Cc1ccccc1	-2%	0%	1	-3%[46.1 µM]	13%	-25	?	18	1	8%
Cc1cccc(NC(=O)CC2C(=O)NCCN2C(=O)Nc2ccc(Cl)cc2)c1 (stereo not drawn)	-6%	0%	.	2%	10%	-2	5%	20	-12	6%
Cc1ccc(Cn2ccc(NC(=O)c3nn(C)cc3[N+](=O)[O-])n2)cc1	-5%	0%	0	-5%[46.1 µM]	-4%	1	?	6	-6	10%
COc1cc(NC(=O)CSc2ncnc3sc4c(c23)CCC(C)C4)c(C(=O)O)cc1OC (stereo not drawn)	2%	-14%	3	-3%	-22%	-8	-9%	40[activator]	-6	0%
COc1cccc2sc(NNC(=O)COc3ccccc3)nc12	-8%	-3%	-1	2%	-6%	-7	0%	14	.	0%
CCNc1nc(NCC)n2c(SCC(=O)Nc3c(C)cccc3C)nnc2n1	?	.	.	-9%	.	2	5%	7	12	-4%
CCC(=O)Nc1ccc(OC)cc1OC	5%	3%	0	.	2%	10	4%	5	-8	5%
CCn1c(CNC(=O)c2cccc(C)c2)nnc1SCC(=O)NC1CCCCC1C (stereo not drawn)	6%	-4%	2	6%	8%	15	1%	-2	4	-1%
c1coc(CN=C2NC(=NCc3ccco3)c3ccccc32)c1	5%	3%	-6	-1%	-8%	-10	3%	-1	-1	0%
COc1ccccc1C(=O)NC1CCSc2ccccc21 (stereo not drawn)	1%	-4%	.	-6%	0%	-1	-8%	-25	-4	13%
COc1ccc(C(=O)N2CCCC(C(=O)N3CCCCCC3)C2)cc1 (stereo not drawn)	7%	0%	3	-8%	13%	22	0%	2	-1	7%
CC1(C)Cc2cccc(OCC(=O)OCC(=O)c3ccccc3)c2O1	1%	.	.	-3%	.	10	-20%	4	6	6%
CC(=O)N1c2ccccc2C2(O)N=C(C)SC12 (stereo not drawn)	-20%	0%	-9	2%[46.1 µM]	0%	-24	?	15	-8	-1%
O=C(Nc1ccccn1)c1ccc(Br)s1	1%	-6%	1	.	2%	39	?	15	3	-5%
CN(C)C(CNC(=O)CCC(=O)c1ccc(Br)cc1)c1ccccc1 (stereo not drawn)	-8%	-1%	-1	1%	12%	0	5%	-17	1	-5%
O=C(O)Cc1cc(C(=O)Nc2ccc(Br)cc2)sc1-c1ccccc1	0%	-11%	16	1%[46.1 µM]	16%	-9	13%	.	.	4%
Cc1sc(NC(=O)c2ccco2)c(CN2CCN(Cc3ccccc3)CC2)c1C	2%	7%	-11	0%	6%	20	0%	26	30	7%
COc1ccc(N2CCN(C(c3cccs3)C(C)NS(C)(=O)=O)CC2)cc1 (stereo not drawn)	0%	-1%	-1	-1%	1%	-11	1%	-5	18	1%
Nc1nc(NCCO)nc(N2CCCCCC2)c1[N+](=O)[O-]	2%	.	0	-1%	-1%	-4	-1%	-15	2	-17%
N#Cc1ccc(NC(=O)Cn2cnc([N+](=O)[O-])c2)cc1	-11%	-5%	1	-3%	5%	-2	0%	16	-9	-3%
CCCCNC(=O)Nc1ncn[nH]1	0%	-3%	0	-1%	-13%	-3	-1%	-4	-11	0%
CSc1sc(C(=O)Nc2ccc(F)cc2F)c2c1C=CCC2	1%	1%	-24	4%	-6%	-9	?	-21	-5	5%
O=C(COC(=O)c1ccc(O)cc1O)Nc1ccc2c(c1)OCCO2	0%	.	.	-14%	.	-11	-1%	-8	11	-4%
COc1ccc(C2CC(O)(C(C)(C)O)NO2)cc1 (stereo not drawn)	-1%	4%	0	1%	-3%	14	?	-5	-11	4%
OC[C@@H]1[C@@H](c2ccc(Cl)cc2)C(c2ccc(F)cc2)=NN1c1ccccc1	1%	.	-3	4%[46.1 µM]	.	-6	-4%	-9	-24	8%[11.5 µM]
COCc1ccccc1C1=CC(=O)C[C@H](c2ccc(OC)cc2)C1	-3%	.	.	0%	.	-4	0%	10	-5	10%

Single values from the list:
Entry for CCCCNC(=O)Nc1ncn[nH]1 under TSHR antagonist: -3
Entry for Nc1nc(NCCO)nc(N2CCCCCC2)c1[N+](=O)[O-] under TSHR antagonist: -4

New compounds follow
SMILES	Tb PFK block	GALK inhibitor	FBPA coupling cs	TCR activator	CXXC DNA block	TSHR antagonist	BCR signal inh	Giardia kill	KCNH2 WT inh	A-T KAP1 phos
O=C1c2ccccc2C(=O)N1CSc1nnc(Nc2ccccc2F)s1	6%	0%	2	-1%[46.1 µM]	3%	19	-6%	1	-20	-3%
Cc1noc(C)c1C(=O)N1CCN(S(=O)(=O)c2ccc(F)cc2)CC1	0%	-2%	1	0%	-9%	27	5%	-6	1	8%
CCOC(=O)c1c(C)c(C(=O)NCc2cccnc2)c(C)n1C	2%[0.46 µM]	-1%	2	-1%	-1%	20	-10%	0	-13	0%
Fc1ccc(-n2cc(-c3ccccc3)[n+]3c2SCC3)cc1	3%	-3%	0	-6%	4%	-7	-1%	-25	.	1%
Cc1ccc(S(=O)(=O)N2CCCC(C(=O)Nc3ccc(NC(=O)c4ccccn4)cc3)C2)cc1 (stereo not drawn)	3%	-1%	-1	15%[46.1 µM]	7%	-20	-6%	15	29	-3%
NC(=O)c1nsc(C(=O)N(Cc2ccco2)C(C(=O)NC2CCCC2)c2ccc(O)cc2)c1N (stereo not drawn)	2%	-2%	1	1%	7%	-3	5%	?	3	0%
Cc1nc(N/N=C/c2ccccn2)sc1C	-12%	7%	-2	1%[46.1 µM]	8%	-12	?	-15	5	4%
Brc1cccc(-c2nnc3sc(CN4CCCCC4)cn23)c1	-1%	-1%	4	.	-2%	-13	0%	8	-8	0%
CC1SC(c2ccc(Cl)cc2Cl)NC1=O (stereo not drawn)	-2%	-3%	-1	-10%[46.1 µM]	-3%	-1	-7%	11	-16	-4%
COc1ccc(-c2sc(Nc3ccccc3)n[n+]2-c2ccc(F)cc2)cc1Br	1%	.	-1	7%	5%	-4	1%	-8	-13	0%
Cc1cc(S(=O)(=O)NCCCN2CCOCC2)ccc1F	0%	3%	2	0%	-4%	-14	-3%	21	5	1%
O=C(NC(Cc1ccccc1)C(=O)O)/C(=C/c1ccco1)NC(=O)c1cccc([N+](=O)[O-])c1 (stereo not drawn)	2%	-3%	12	7%	0%	-10	-2%	-5	.	1%
COc1ccc(C2CC(=O)Oc3cc(OC)c(OC)c(OC)c32)cc1 (stereo not drawn)	0%	.	-2	5%[46.1 µM]	.	0	?	38[activator]	-3	9%
COc1ccc(-c2cc(C(=O)Nc3cc(OC)c(OC)c(OC)c3)no2)cc1	0%	1%	1	-2%	48%[activator]	-2	0%	-16	-4	-6%

Filtered by structure, the compounds so far with a Cl atom.
SMILES	Tb PFK block	GALK inhibitor	FBPA coupling cs	TCR activator	CXXC DNA block	TSHR antagonist	BCR signal inh	Giardia kill	KCNH2 WT inh	A-T KAP1 phos
N/C(Cc1ccc(Cl)cc1Cl)=N\OC(=O)Cc1ccccc1	-2%	0%	1	-3%[46.1 µM]	13%	-25	?	18	1	8%
Cc1cccc(NC(=O)CC2C(=O)NCCN2C(=O)Nc2ccc(Cl)cc2)c1 (stereo not drawn)	-6%	0%	.	2%	10%	-2	5%	20	-12	6%
OC[C@@H]1[C@@H](c2ccc(Cl)cc2)C(c2ccc(F)cc2)=NN1c1ccccc1	1%	.	-3	4%[46.1 µM]	.	-6	-4%	-9	-24	8%[11.5 µM]
CC1SC(c2ccc(Cl)cc2Cl)NC1=O (stereo not drawn)	-2%	-3%	-1	-10%[46.1 µM]	-3%	-1	-7%	11	-16	-4%
